TR SRC2 fluor cs: alters Texas Red total fluorescence, flagging assay interference; TRb/SRC2 Texas Red total fluorescence interference; Potency, µM (doses to about 106 µM), inactives show top-dose fluorescence change, negative = quenching; actives 0.29% (n = 280,000); active = well fitted curve in either direction with a large enough effect; inconclusive = small, poorly fitted or top-dose-only effect; also: % is scaled to controls: 0 for no effect and ±100 for the full control effect
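Flags fluorescent or light-absorbing compounds by total fluorescence, S + 2P, at 555 nm excitation and 632 nm emission. Mixture: 20 nM Texas Red SRC2 peptide, 0.6 uM human TRb LBD, 1 uM T3, 5% DMSO; compound exposure 5 h at ambient temperature.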
RECQ1 inh: RECQ1 (human) helicase inhibition; P46063; RECQ1 DNA unwinding, red fluorescence kinetic read; Potency, µM (top dose mostly 57.3 µM), without a hit: at the highest dose activity, negative = inhibition, most hits filed as inhibitors; actives 0.54% (n = 240,000); AID 2549;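 also: plate controls were vehicle for no effect and no enzyme for full effect; nearly all actives have a fitted effect of over 30% in size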
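RECQ1T1 50 nM; forked duplex (20 bp + 30-nt ss tails) 200 nM, ATP 2 mM final; pH 8.0, 2 mM MgCl2, 2.5 ug/ml poly(dI-dC); 15 min compound preincubation; discontinuous kinetic read over 2 h at RT.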
RGS12 GoLoco inh: blocks human Gai1 binding to RGS12 GoLoco peptide, red readout. actives 0.44% (n = 230,000). Potency, µM (series often up to 61.6 µM), for inactives: at the top dose activity, negative = inhibition, most hits filed as inhibitors. P63096. Gai1:RGS12 GoLoco peptide FP, rhodamine, 10 min; active = well fitted inhibition curve with a large enough effect, not every such curve was filed as active; inactive = no such curve, though single readings can be large or run the other way; also: % is scaled to controls: 0 for no effect and ±100 for the full control effect; nearly all actives have a fitted effect of over 30% in size; many of its hits are not listed in these tables
SMN2 splice enh: SMN2 splice variant enhancement; AID 1458; actives 2.8% (n = 210,000); Potency, µM (series often up to 46.1 µM), inactives show at the highest dose activity change, positive = activation, actives largely listed as activators; HEK293 SMN2-luciferase splicing reporter, luminescence, 30-36 h; also: % of control where 0% means no effect; nearly all actives have a fitted effect of over 55% in size
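qHTS luciferase splicing reporter: luminescence rises when SMN2 exon 7 is included in transfected HEK293 cells. Compound exposure lasted 30-36 h at 37C, with 4.5 mM final sodium butyrate as control, followed by a ONE-Glo read.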
ALDH1A1 inh: inhibitors of human aldehyde dehydrogenase 1A1; P00352; Purified ALDH1A1, NADH fluorescence, propionaldehyde substrate; Potency, µM (top dose mostly 75.3 µM), for inactives: top-dose activity, negative = inhibition, usual class: inhibitors; actives 7.3% (n = 220,000); AID 1030; active = well fitted inhibition curve with a large enough effect, not every such curve was filed as active; inconclusive = small, poorly fitted or top-dose-only effect, or another doubt; inactive = no such curve, though single readings can be large or run the other way;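 also: plate controls were no enzyme wells and a reference inhibitor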
Target sequence (P00352 whole entry, looked up): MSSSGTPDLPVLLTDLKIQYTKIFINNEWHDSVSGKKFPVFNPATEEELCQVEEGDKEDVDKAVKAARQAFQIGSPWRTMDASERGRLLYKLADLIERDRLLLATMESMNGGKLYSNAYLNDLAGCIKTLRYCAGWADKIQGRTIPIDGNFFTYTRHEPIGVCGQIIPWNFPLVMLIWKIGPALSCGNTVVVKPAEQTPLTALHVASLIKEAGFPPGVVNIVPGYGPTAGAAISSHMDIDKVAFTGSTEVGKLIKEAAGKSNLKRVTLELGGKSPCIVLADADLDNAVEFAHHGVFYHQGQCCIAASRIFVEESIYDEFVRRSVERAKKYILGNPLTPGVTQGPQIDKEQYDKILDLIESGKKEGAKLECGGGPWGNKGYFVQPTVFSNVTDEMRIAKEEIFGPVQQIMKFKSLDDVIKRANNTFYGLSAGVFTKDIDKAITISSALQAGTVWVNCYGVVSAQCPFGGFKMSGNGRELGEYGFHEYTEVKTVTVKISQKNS
JMJD2E inh: blocks human JMJD2E demethylase activity. B2RXH2. JMJD2E catalytic domain, FDH-coupled NADH fluorescence (FDH is formaldehyde dehydrogenase). Potency, µM (top dose mostly 57.1 µM), for the others: at the highest dose activity change, negative = inhibition, hits mostly inhibitors. actives 1.6% (n = 230,000); active = well fitted inhibition curve with a large enough effect, not every such curve was filed as active; inconclusive = small, poorly fitted or top-dose-only effect, or another doubt; inactive = no such curve, though single readings can be large or run the other way;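 also: 0% = wells with enzyme and -100% = buffer wells without enzyme; nearly all actives have a fitted effect of over 50% in size; many of its hits are not listed in these tables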
Target sequence (B2RXH2 1-337 limits assumed): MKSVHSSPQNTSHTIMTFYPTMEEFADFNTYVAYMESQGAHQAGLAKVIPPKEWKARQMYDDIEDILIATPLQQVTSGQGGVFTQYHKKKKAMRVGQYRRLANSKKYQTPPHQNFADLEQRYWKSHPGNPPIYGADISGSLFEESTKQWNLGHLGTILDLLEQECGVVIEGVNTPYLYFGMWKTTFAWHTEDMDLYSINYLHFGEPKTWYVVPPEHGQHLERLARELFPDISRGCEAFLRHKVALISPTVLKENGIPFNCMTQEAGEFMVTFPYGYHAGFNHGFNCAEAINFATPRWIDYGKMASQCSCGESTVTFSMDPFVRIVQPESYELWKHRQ
TRb-SRC2 inh: disrupts binding of human TR beta to SRC2; AID 1469; P10828; Potency, µM (titrated, usually from 106 µM), for the others: at the highest dose activity change, negative = inhibition, hits mostly inhibitors; actives 0.065% (n = 280,000); TRbeta-SRC2 peptide binding, fluorescence polarization; receptor liganded with 1 µM T3;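 also: plate controls were bound peptide for no effect and peptide without receptor for full effect; nearly all actives have a fitted effect of over 50% in size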
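Quantitative HTS by FP: 0.6 uM TRb LBD, 20 nM labeled SRC2 20-mer, 1 uM T3, 5% DMSO; 5 hr ambient incubation; % activity per concentration and potencies from concentration series.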
Lamin A splicing: modulators of lamin A splicing | HeLa LMNA splicing GFP/RFP minigene ratio, 48 h | Potency, µM (titrated, usually from 46.1 µM), without a hit: at the highest dose ratio change, negative = inhibition, most hits filed as inhibitors | actives 0.01% (n = 200,000); active = well fitted inhibition curve with a large enough effect in the signal ratio, with a control signal flat, not every such curve was filed as active; inconclusive = small, poorly fitted or top-dose-only effect, or effect the other way, or a change in a side signal; the % refers to the signal ratio; also: % is scaled to controls: 0 for no effect and ±100 for the full control effect
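S3 HeLa stable clones carrying a lamin A-EGFP splicing minigene plus DsRed2 were seeded at 600 cells/well in Opti-MEM with 2% FBS, pin-dosed and incubated 48 h at 37°C. Acumen cytometry (488 nm) gave the GFP/RFP total-intensity ratio.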
* marks the source's active call; other numbers are inactive results; i = inactive; u = inconclusive; x = no result given; [ ] = remark or other dose. Unless noted, calls follow the shape of the dose curve; as a rule, active = well fitted curve in the direction sought with a large enough effect; inconclusive = small, poorly fitted or top-dose-only effect, or another doubt; inactive = no such curve, though single readings can be large; an effect the other way counts as inactive or inconclusive. Potency is read from the fitted curve at half-maximal effect. This is a subset; count on the stated rates, not on these rows.

no.	structure	TR SRC2 fluor cs	RECQ1 inh	RGS12 GoLoco inh	SMN2 splice enh
1	CC(C)Oc1ccc(CN=C(N)N=C(N)N)cc1Cl	-10%	-5%	9%	-29%
2	COc1ccc(N2CCN(C(=O)CSc3nnc(-c4cc5ccccc5cc4O)n3C)CC2)cc1	-3%	-8%	-11%	-53%[inhibitor]
3	OCCCNC(=S)NC1CCCC1	-1%	18%	-3%	-11%
4	Cc1cc(=O)[nH]c2cc(O)ccc12	-5%	-11%	-23%	3%
5	CCCOc1c(Br)cc(/C=N/O)cc1OC	0%	i	5%	9%
6	CCc1ccc(OCCCC(=O)NCc2ccccc2)cc1	0%	i	0%	9%
7	CCCC(=O)NNC(=O)CCC(=O)Nc1ccccc1Cl	-1%	i	-4%	6%
8	Cc1ccc(NCc2nnc3n2CCCCC3)c(C)c1	-5%	3%	10%	8%
9	CC1=CC(C)C2(CO)COC(c3ccccc3O)C1C2C (stereo not given)	1%	-8%	0%	-11%
10	COc1ccc(NC(=O)c2ccc(COCC(F)(F)F)cc2)cc1OC	-3%	1%	2%	-2%[1.84 µM]

no.	ALDH1A1 inh	JMJD2E inh	TRb-SRC2 inh	Lamin A splicing
1	11%	-5%	3%	u
2	-7%	-6%	-8%	u
3	0%	-2%	11%	x
4	u	u	-6%	0%
5	u	4%	-19%	-13%
6	-16%	-2%	-3%	u
7	9%	14%	9%	5%[46 µM]
8	-3%	9%	-1%	-8%[46 µM]
9	11%	4%	-3%	-12%
10	7%	-3%	8%	-10%

Going on with the list:
no.	structure	TR SRC2 fluor cs	RECQ1 inh	RGS12 GoLoco inh	SMN2 splice enh
11	COCCOC(=O)C1=C(C)NC2=C(C(=O)CC(C)(C)C2)C1c1cccnc1 (stereo not given)	2%	0%	4%	2%
12	COc1cc(OC)c2c(-c3cccc(-c4ccc(CO)cc4)c3)cc(=O)oc2c1	-4%	-16%[81.1 µM]	2%[88.7 µM]	x
13	COc1ccccc1Oc1ccc2c(c1)C(=O)N(c1ccccc1)C2=O	-3%	0%	-2%	-15%
14	COC(=O)c1c(C)nsc1NC(=O)Oc1ccccc1	1%	-3%	0%	6%
15	Cc1ccc2[nH]c(-c3ccccc3)c(CN3CCOCC3)c(=O)c2c1	1%	-4%	4%	8%
16	COc1ccc(NC(=O)CCc2nc(-c3ccc(C)cc3)no2)cc1Cl	0%	-4%	-6%	3%
17	FC(F)(F)c1cccc(Cc2noc(CN3CCCCC3c3ccccn3)n2)c1 (stereo not given)	1%	i	13%	-32%[inhibitor]
18	Cc1cc(C)cc(N/C(N)=N/c2nc(C)cc(C)n2)c1	-4%	9%	4%	-22%
19	COc1ccc(NC(=O)C23CC4CC(C2)CC(c2ccc(C)cc2)(C4)C3)cc1	0%	0%	-3%	-52%[inhibitor]
20	CC(/C=C/c1ccco1)=N\NC(=O)c1cc(C)[nH]n1	-2%	32µM*	35%[activator]	15%

no.	ALDH1A1 inh	JMJD2E inh	TRb-SRC2 inh	Lamin A splicing
11	u	u	0%	-3%
12	3%	x	7%	x
13	-4%	1%	1%	-1%
14	-14%	5%	3%	x
15	6%	-8%	5%	-1%
16	4%	10%	-2%	-6%
17	2%	2%	3%	x
18	u	1%	-4%	u
19	-6%	-7%	-5%	u
20	-12%	u	-5%	2%

(continued)
no.	structure	TR SRC2 fluor cs	RECQ1 inh	RGS12 GoLoco inh	SMN2 splice enh
21	CCCCn1c(N)c(-c2nc3ccccc3s2)c2c([N+](=O)[O-])nn(CC)c(=O)c21	-2%	13%	5%	-21%
22	CCOC(=O)C1C(=O)OC2(CCCC2)C1C(=O)OCC (stereo not given)	1%	i	8%	3%
23	Cc1ccc(-c2noc(CSc3nnc(-c4cccs4)n3C)n2)cc1	2%	i	-16%	-22%
24	O=C(COc1ccc2ccc(=O)oc2c1)OCc1ccccc1	-4%	i	5%	-10%
25	Cc1nn(-c2ccc(F)cc2)c(Cl)c1/C=C/C(=O)N1CCNC(=O)C1	-5%	-15%	-6%	-11%
26	COc1ccc2[nH]c3nc(SCc4nnc(-c5ccc(C)cc5)o4)nnc3c2c1	0%	18%	1%	11%
27	CCOC(=O)/C(C#N)=C1/C=CN(C)C(C)=N1	-3%	-6%	9%	6%
28	Cc1ccc2nc(SCc3nc4ccccc4c(=O)[nH]3)[nH]c2c1	-2%	-6%	4%	22µM*
29	Cn1c(N)c(C(=O)COC(=O)C2(c3cccc(F)c3)CCCC2)c(=O)n(C)c1=O	-4%	0%	3%	-7%
30	CNC(=O)COC(=O)c1ccc(NC(=O)CC#N)cc1	-2%	-10%	2%	-4%

no.	ALDH1A1 inh	JMJD2E inh	TRb-SRC2 inh	Lamin A splicing
21	9%	1%	1%	3%
22	-4%	-3%	0%	0%
23	-11%	-18%	-14%	-6%
24	-10%	u	-9%	u
25	-6%	-2%	-1%	14%[46 µM]
26	-3%	1%	2%	-3%
27	u	u	-14%	7%
28	-8%	16%	2%	u
29	u	-7%	5%	4%
30	u	1%	-7%	-10%

Further structures:
no.	structure	TR SRC2 fluor cs	RECQ1 inh	RGS12 GoLoco inh	SMN2 splice enh
31	CC1(C)CC(=O)C2=C(C1)N(Cc1ccco1)C(=O)C2(NC(=O)c1cccnc1)C(F)(F)F (stereo not given)	-2%	i	-1%	3%
32	Cc1ccc(N2C(=O)CC(Sc3ncccc3C(=O)O)C2=O)cc1 (stereo not given)	2%	i	-6%	-3%
33	CC(C)C(=O)Nc1nnc(SCc2cccc(F)c2)s1	0%	-4%	12%	-3%
34	CN(Cc1ccon1)Cc1cn(C)nc1-c1ccc2c(c1)OCCO2	-5%	-16%	15%	x
35	O=C(CSCc1cccc(Cl)c1)N/N=C/c1ccc(OCC(=O)N2CCCCC2)cc1	2%	-9%	1%	-48%[inhibitor]
36	COc1cc(C(=O)OCc2ccc(C)cc2)cc(NC(=O)c2cccs2)c1OC	0%	5%	-1%	-10%
37	CN(C)S(=O)(=O)c1ccc(NC=O)cc1	-7%	0%	-2%	6%
38	Cc1cc(C)n(CCNC(=O)CC2C(=O)NCCN2Cc2ccccc2C(F)(F)F)n1 (stereo not given)	2%	-6%	-34%	x
39	COc1ccc2c(c1)C(c1ccc(C)o1)=NNC(c1cccnc1)=N2	-4%	-20%	13%	x
40	C/C=C(/C)C(=O)O[C@@H]1c2c(ccc3ccc(=O)oc23)O[C@@H]1C(C)(C)OC(=O)/C(C)=C\C	0%	-11%	2%	-17%

no.	ALDH1A1 inh	JMJD2E inh	TRb-SRC2 inh	Lamin A splicing
31	u	2%	-3%	-1%
32	-14%	-5%	-5%	x
33	3%	5%	-3%	x
34	0%	u	-2%	u
35	-10%	3%	-1%	1%
36	u	-9%	-1%	u
37	-1%	5%	0%	u
38	u	-15%	6%	x
39	u	-12%	5%	-17%[46 µM]
40	u	u	-5%	u

Further structures
no.	structure	TR SRC2 fluor cs	RECQ1 inh	RGS12 GoLoco inh	SMN2 splice enh
41	O=S(=O)(c1ccc(-c2nnc(SCc3ccccc3)o2)cc1)N1CCCC1	3%	i	4%	-12%
42	COc1ccc(C(=O)NNC(=O)C(Cc2ccc(O)cc2)NC(=O)c2ccccc2NC(=O)c2ccc(OC)cc2)cc1 (stereo not given)	-1%	-8%	5%	x
43	O=C(CCc1c[nH]c2ccccc12)NC1CC1	3%	u	13%	19%
44	COCCN(Cc1cc2ccccc2[nH]c1=O)C(=O)c1ccccc1OC	-1%	2%	-4%	10%
45	CCOC(=O)c1cc2c(s1)-c1ccccc1CC2	8%	i	2%	20%
46	Cc1ccc(C)c(NC(=O)CSc2nnc(CNC(=O)c3cccs3)o2)c1	-4%	-7%	2%	-10%
47	CCOC(=O)C1CCN(C(=O)C2(NC(=O)NC3CCCCC3)CCCCC2)CC1	1%	i	-5%	2%
48	COc1cc(C(=O)N(Cc2cc3cc(C)ccc3[nH]c2=O)CC2CCCO2)cc(OC)c1OC (stereo not given)	0%	-8%	x	x
49	Cc1ccc(OCc2nnc(SCC(=O)c3ccccc3)n2-c2ccccc2)cc1	4%	-3%	8%	-32%[inhibitor]
50	O=C(CN1C(=O)NC2(CCCCCC2)C1=O)NCc1cccs1	-1%	i	-10%	11%
51	O=C(c1ccc([N+](=O)[O-])cc1)N1CCC(n2nnc3cc(F)ccc32)CC1	-8%	i	6%	x
52	Cc1cc(C)c(C(N)=O)c(Nc2ccc3c(c2)OCCO3)n1	-5%	-6%	3%	-7%

no.	ALDH1A1 inh	JMJD2E inh	TRb-SRC2 inh	Lamin A splicing
41	-15%	-20%	0%	6%
42	u	u	-1%	9%
43	5%	-15%	-11%	1%
44	-6%	u	-18%	12%
45	u	u	2%	20%
46	17%	6%	4%	x
47	14%	-3%	1%	x
48	-9%	-10%	-8%	-3%
49	u	-4%	-5%	u
50	0%	-5%	0%	10%
51	4%	2%	-7%	x
52	-4%	2%	-7%	1%

Full records as entered above. Screens in order: TR SRC2 fluor cs, RECQ1 inh, RGS12 GoLoco inh, SMN2 splice enh, ALDH1A1 inh, JMJD2E inh, TRb-SRC2 inh, Lamin A splicing
Cc1nn(-c2ccc(F)cc2)c(Cl)c1/C=C/C(=O)N1CCNC(=O)C1 across the screens: -5%, -15%, -6%, -11%, -6%, -2%, -1%, 14%[46 µM]
Cc1ccc2[nH]c(-c3ccccc3)c(CN3CCOCC3)c(=O)c2c1 across the screens: 1%, -4%, 4%, 8%, 6%, -8%, 5%, -1%
CCCOc1c(Br)cc(/C=N/O)cc1OC across the screens: 0%, i, 5%, 9%, u, 4%, -19%, -13%

Source: PubChem BioAssay (National Center for Advancing Translational Sciences (NCATS))
